# Compound activity from PubChem BioAssay.
# RXFP1 antagonist – RXFP1 (human) relaxin receptor antagonism; activity change, negative = inhibition, % at 57.5 µM; HEK293-RXFP1, relaxin-stimulated cAMP HTRF, 30 min; hits give low values; AID 1259400; hit rate 0.59% among 350,000;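 active = activity change of -60% or lower, but not beyond a set lower limit; inconclusive = change between -60% and -40%, or beyond the set limit; inactive = change above -40%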; note: % is set by controls: 0 for no effect and ±100 for the full control effect
# Target sequence (Q9HBX9 whole entry, looked up): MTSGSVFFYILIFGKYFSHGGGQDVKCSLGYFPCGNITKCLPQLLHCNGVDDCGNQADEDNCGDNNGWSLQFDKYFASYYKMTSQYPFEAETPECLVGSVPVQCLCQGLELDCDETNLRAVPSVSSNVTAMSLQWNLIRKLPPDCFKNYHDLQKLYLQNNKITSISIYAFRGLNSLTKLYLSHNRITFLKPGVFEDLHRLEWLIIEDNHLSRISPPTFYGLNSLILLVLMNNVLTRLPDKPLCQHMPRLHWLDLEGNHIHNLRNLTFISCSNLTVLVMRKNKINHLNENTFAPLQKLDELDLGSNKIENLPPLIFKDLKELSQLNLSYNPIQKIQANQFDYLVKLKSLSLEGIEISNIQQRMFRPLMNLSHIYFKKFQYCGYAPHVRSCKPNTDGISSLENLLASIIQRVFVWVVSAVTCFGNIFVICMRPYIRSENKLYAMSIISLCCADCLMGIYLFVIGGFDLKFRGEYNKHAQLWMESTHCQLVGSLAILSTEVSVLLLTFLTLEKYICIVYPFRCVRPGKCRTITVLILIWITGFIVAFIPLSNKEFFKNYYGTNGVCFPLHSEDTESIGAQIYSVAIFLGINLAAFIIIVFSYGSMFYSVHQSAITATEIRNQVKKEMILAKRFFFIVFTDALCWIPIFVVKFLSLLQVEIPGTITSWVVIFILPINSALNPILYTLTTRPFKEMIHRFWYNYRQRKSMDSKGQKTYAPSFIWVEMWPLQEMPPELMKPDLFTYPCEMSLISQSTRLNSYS
# D2 potentiator – D2 dopamine receptor (human) potentiation. HEK293 T-REx D2, calcium flux, EC20 dopamine potentiation. P14416. hit rate 0.34% among 340,000. potentiation, % at 10 µM;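 active = potentiation over 3 SD above the plate norm, cut at about 30% in these data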; note: 0% is about no effect
#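 Using a no-wash calcium dye in inducible, force-coupled HEK293 Trex cells expressing D2, we tracked fluorescence each second for 180 s after compound, then for 180 s after EC20 dopamine to detect augmented signalling.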
# D1 antagonist – blocks dopamine activation of the human D1 receptor | P21728 | HEK293 TREx D1 cells, calcium flux, dopamine EC80; hits give low values | activity change, negative = inhibition, % at 10 µM | hit rate 3.2% among 360,000 | AID 504652; in the data active = activity change below about -30%; note: % is set by controls: 0 for no effect and ±100 for the full control effect
#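 Kinetic fluorescence of a calcium dye serves as the read-out. D1-expressing Hek293 Trex cells, induced overnight at 30 C, are exposed to compound for 180 s before an EC80 dopamine addition, then read 180 s further.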
# D1 PAM – enhances dopamine response at the human D1 receptor | P21728 | HEK293 TREx D1 cells, calcium flux, dopamine EC20 potentiation | potentiation, % at 10 µM | hit rate 0.036% among 360,000; in the data active = potentiation above about 30%; note: 0% is about no effect
# D2 antagonist – antagonizes the human D2 dopamine receptor. P14416. HEK293 TREx D2 cells, calcium flux, dopamine EC80. inhibition, % at 10 µM. hit rate 2% among 340,000. AID 485344; in the data active = inhibition above about 30%; note: 0% is about no effect
#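 Inhibition of EC80 dopamine-driven calcium flux, recorded kinetically, defines activity here; cells are a tetracycline-induced HEK293 T-REx line expressing force-coupled D2.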
# TRHR PAM – TRH receptor (human) allosteric enhancement; P34981; TRHR cells, fluo-8 calcium fluorescence, EC20 TRH enhancement; enhancement, % at 2 µM; hit rate 0.66% among 360,000; AID 493056; in the data active = enhancement above about 30%; note: 0% is about no effect
#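 Enhancer read-out: after compound pinning and an initial kinetic agonist-mode read, an EC20 of TRH (10 nM final) was injected and fluo-8 calcium signal (Ex 480/Em 530) followed at 1 s/cycle for 100 cycles in TRHR-expressing cells.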
# RXFP1 agonist – activates the human relaxin receptor RXFP1. Potency, µM (doses to about 57.5 µM), for the others: top-dose activation, most hits filed as activators. AID 2676. hit rate 0.3% among 370,000. Q9HBX9. HEK293T-RXFP1 cAMP TR-FRET, 30 min; response scale: percent of porcine relaxin response, buffer zero; active = well fitted activation curve with a large enough effect; inconclusive = small, poorly fitted or top-dose-only effect; note: potency is the fitted concentration of half-maximal effect; % is set by controls: 0 for no effect and ±100 for the full control effect; nearly all actives have a fitted effect of over 60% in size; many of its hits are not listed in these tables
#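 Agonist response is measured as cAMP accumulation in an RXFP1-transfected HEK293T line under PDE4 inhibition. Values are scaled between buffer-only and 29 nM porcine relaxin, and EC50s come from standard Hill equation fits.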
# D1 agonist – agonists of human D1 dopamine receptor; P21728; HEK293 T-REx D1 cells, calcium flux, agonist mode; activation, % at 2 µM; hit rate 1% among 360,000; AID 504660; in the data active = activation above about 30%; note: 0% is about no effect
#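 Tetracycline-induced HEK293 TREx D1 cells, force-coupled to calcium signalling, were dye-loaded with a no-wash calcium kit. Compound was pin-added after a 10 s baseline. Fluorescence was read kinetically at 1 cycle/s for 180 s, with calcium rises flagged as agonism.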
# D2 agonist – activates the human D2 dopamine receptor | P14416 | HEK293 T-REx D2 cells, calcium flux agonist mode | activation, % at 2 µM | hit rate 0.53% among 340,000;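 active = activation over 3 SD above normal in the single-dose calcium agonist read, cut at about 30% in these data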; note: 0% is about no effect
#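 Tetracycline-induced HEK293 T-REx cells with force-coupled D2 receptor, plated overnight at 30 C, loaded with no-wash calcium dye. After a 10 s baseline, compound was pin-added and calcium flux read kinetically for 180 s; calcium rises flagged agonists.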
# An asterisk follows results filed as active; ? = inconclusive; · = not tested or not shown; & = joins results of further samples. The list is partial; rates above refer to the full screens.
Structure,RXFP1 antagonist,D2 potentiator,D1 antagonist,D1 PAM,D2 antagonist,TRHR PAM,RXFP1 agonist,D1 agonist,D2 agonist
Cc1ccccc1NC(=S)NC12CN3CN(CN(C3)C1)C2,-2,·,8,-2,8,4,0.5%,1,-0.2
O=[N+]([O-])c1ccccc1/C=N/N1CCN(c2ccncc2S(=O)(=O)N2CCCCC2)CC1,10,14,-5,2,10,-4,1.5%,5,-0.3
CSc1ccc(C2C(C(=O)Nc3ccccc3)=C(C)Nc3nc4ccccc4n32)cc1 (configuration not stated),·,-12,4,2,·,-1,-2.1%,-1,-0.7
CC[C@@]12C(=O)N(c3cccc(C)c3)C(=O)N1[C@H](c1ccc(Br)cc1)[C@@H]1C(=O)N(C(C)(C)C)C(=O)[C@@H]12,·,3,-4,0,-5,4,2.6%,4,-0.3
CC(c1ccccc1)n1cnc2ccccc2c1=O (configuration not stated),3,16,0,-3,-4,0,-0.3%,0,-0.3
O=C1NC[C@H](c2ccccc2)N(CCc2cccc3ccccc23)C1=O,·,20,-9,2,-8,4,3.8%,0,0.3
CC1(C)C(C=C(Cl)Cl)C1C(=O)N(Cc1cccc(Cl)c1)C1CCS(=O)(=O)C1 (configuration not stated),-14,10,24,0,-3,-3,0.5%,1,0.2
O=S(=O)(NCCCN1CCOCC1)c1ccc(F)c(Cl)c1,11,-19,-35*,12,26,4,-0.2%,4,-0.2
Cc1ccccc1N1C(=O)C2C3C=CC(CC3)C2C1=O (configuration not stated),7,1,-1,-4,-6,0,-0.5%,2,-0.3
N/C(=N\OC(=O)/C=C/c1ccccc1)c1cccnc1,4,-3,-3,-3,1,-5,0.7%,1,1.0
COc1ccc(-c2[nH]n(-c3ccc([N+](=O)[O-])cc3)c(=O)c2C=NCCN2CCNCC2)cc1,·,2,-10,9,-10,17,1.2%,1,1.0
O=C(COc1ccc([N+](=O)[O-])cc1)N(C1CCCCC1)C1CCS(=O)(=O)C1 (configuration not stated),9,-2,-2,0,-3,-3,-0.9%,4,0.7
COc1ccc(C(=O)Nc2ccc(Cl)cc2C(=O)N2CCCC(C)C2)cc1OC (configuration not stated),-1,10,-5,4,-15,6,-0.3%,-1,0.1
COC(=O)Cc1ccc(NC(=S)N2CCN(c3ccc(F)cc3)CC2)cc1,-8,-15,-26,-11,-3,-2,-2.0%,8,1.5
COc1ccccc1NC(=O)CN(Cc1ccco1)C(=O)c1ccc(-n2nc(C)cc2C)cc1,-11,4,-13,0,14,-2,0.8%,0,2.8
COc1ccccc1/C=N/N(C(C)=O)c1nc(-c2ccc(F)cc2)cs1,-7,-4,-4,2,-17,5,-2.1%,6,-0.2
O=[N+]([O-])C1=CC=C2C(=NC3(CCCCC3)N2O)C1=NC1CCCCC1,-3,5,-4,4,-4,7,-1.9%,1,-0.1
COCCNC(=O)COc1ccccc1Cl,-5,-6,-5,9,1,-8,0.6%,3,-1.3
O=C(O)/C=C\c1ccccc1Oc1cccc(Cl)c1,-12,16,-17,-3,-6,9,0.3%,2,0.7
Cc1oc2cc3oc(=O)c(CC(=O)NCc4ccccc4)c(C)c3cc2c1C,7,0,-10,0,·,0,9.8%,-1,0.0
O=C(Oc1ccc2c(c1)OCC2=O)c1ccccc1,-15,-9,-8,-5,-11,-13,-1.1%,3,-0.6
O=C(NN=C1CCCC1)c1cccs1,-7,1,41,0,14,-1,-0.5%,2,-2.1
O=c1c(-c2ccccc2)c(O)nc2ccccn12,-27,2,-8,-4,-21,6,5.3%,2,-1.5
COc1ccc(C2CC(=O)c3c([nH]c(C(=O)OC4CCCCCC4)c3C)C2)cc1OC (configuration not stated),-27,-3,0,-4,·,-1,6.1%,6,0.3
Cc1cccc(N(CC(=O)N(C)Cc2ccccc2)S(=O)(=O)c2ccccc2)c1C,·,7,1,0,·,-5,5.9%,-2,-0.5
CCOC(=O)c1c(NC(=O)c2nn(C)cc2[N+](=O)[O-])sc(C)c1C,-28,-3,-3,4,-9,-6,1.3%,-1,-1.2
Cc1cc(NC(=O)C(C)SCC(=O)Nc2cc(C(F)(F)F)ccc2N2CCOCC2)no1 (configuration not stated),-72*,18,17,9,-1,2,0.4%,0,0.0
Cc1ccc(/C=C/c2nc3ccccc3[nH]2)cc1,-22,-12,-14,-3,·,8,7.5%,-1,·
Cc1ccccc1-c1nc(CSc2nc3c(c(=O)[nH]2)CCC3)c(C)o1,·,6,19,1,16,0,0.5%,-2,-0.7
CCOC(=O)N1CCN(CC(O)COc2c(C)cccc2C)CC1 (configuration not stated),-3,-11,1,3,-2,1,-0.3%,10,3.3

# Going on with the list:
Structure,RXFP1 antagonist,D2 potentiator,D1 antagonist,D1 PAM,D2 antagonist,TRHR PAM,RXFP1 agonist,D1 agonist,D2 agonist
CSc1ccc(/C=C/C(=O)OCC(=O)NC2CC2)cc1,1,6,11,3,-9,-3,1.5%,5,0.0
Cc1ccc(NC(=O)C2CCCN(c3ncnc4c3nc3n4CCCCC3)C2)cc1Cl (configuration not stated),?,-9,-8,10,33*,5,0.2%,5,-0.4
CCCC(=O)Nc1cc(S(=O)(=O)N(CC)CC)ccc1Cl,1,6,7,-2,-1,-2,-1.2%,2,-0.6
CCOC(=O)c1ccc(COC(=O)c2ccc3c(c2)-c2ccccc2C3=O)cc1,-6,4,14,-2,24,4,1.4%,3,-0.2
COc1cc(C(=O)Nc2cc(C)ccc2OCc2cc(=O)n3cc(C)sc3n2)cc(OC)c1OC,-4,0,10,-3,·,8,3.8%,-1,0.1
COC(=O)CCN(c1ccccc1)S(=O)(=O)c1ccc(OC)cc1,8,7,1,4,4,3,0.6%,1,-0.1
COc1cc(NC(=O)CSc2cc(=O)n(C)c3ccccc23)cc(OC)c1OC,-3,-7,-3,7,·,10,?,-2,0.0
Cc1ccc(-n2c(CCc3nc4ccccc4[nH]3)n[nH]c2=S)cc1,-3,20,7,-3,9,5,0.6%,4,0.2
CN(CC1CCCN(CCc2ccc(Cl)cc2)C1)C(=O)CC(F)(F)F (configuration not stated),-8,8,-20,-11,25,-15,0.9%,0,0.8
COc1ccc(N2CCN(C(=O)Cc3ccc(S(=O)(=O)N4CCOCC4)s3)CC2)cc1,-2,8,3,-8,-10,1,1.1%,8,1.8
O=C(Nc1ccccc1)N1N=C(c2ccc(F)cc2)CC1c1ccc(F)cc1 (configuration not stated),-8,-1,2,-2,8,1,2.3%,7,-0.2
O=C1CC(C(=O)O)(c2ccccc2)c2cccc(F)c21 (configuration not stated),-13,-6,-20,-4,-26,-1,1.8%,1,0.7
C1CCN(c2c3c(nc4nnnn24)CCCC3)CC1,-15,-7,-2,-6,11,4,0.4%,1,-0.3
CC1Sc2ccc(S(=O)(=O)N3CCC(C(=O)NCCc4ccccc4)CC3)cc2NC1=O (configuration not stated),-13,2,-7,-4,-6,-4,0.0%,8,0.3
Nc1cc(-c2ccc(Cl)cc2)nn1S(=O)(=O)c1ccc(Cl)cc1,·,8,2,2,-8,9,0.0%,1,-0.3
CCOC(=O)C1CCN(S(=O)(=O)c2cc(-c3cc(C)no3)ccc2OC)CC1,-14,·,-7,-5,·,1,-2.1%,2,-0.5
COc1ccccc1N1CCN(S(=O)(=O)c2c[nH]c(=O)[nH]c2=O)CC1,-13,-18,6,-4,-14,-1,0.6%,3,0.4
O=C(Nc1ccc(F)cc1)NC1CCN(Cc2nnnn2Cc2ccco2)CC1,10,4,-4,5,-3,1,-0.2%,3,0.0
COc1ccc(S(=O)(=O)N2CCN(C(=O)c3ccco3)CC2)cc1OC,-10,-2,-5,-6,10,0,1.7%,1,-0.3
O=C(CCCOc1ccc(Cl)cc1Cl)N1CCN(c2ccccn2)CC1,-17,-4,6,11,-11,14,9.0%,3,2.7
Cc1cc(C)cc(NC(=O)NC2CCN(CC(=O)Nc3cccc(Cl)c3C)CC2)c1,-11,16,3,-1,-1,5,-2.7%,1,1.0
FC(F)(F)c1cc(-c2cccs2)nc(-n2cc(Cl)cn2)n1,-14,-7,11,-3,18,-13,0.2%,2,1.8
CC(C)c1ccc(C(=O)NCCCN(C)C)cc1,2,-25,1,-2,-9,3,-0.1%,3,-0.9
CN(CCOc1ccccc1)C(=O)CCc1c[nH]c2ccccc12,-3,12,7,-2,1,18,0.0%,6,-1.5
Cn1nc(-c2ccccc2F)c2cc(C(=O)N3CCN(c4ccc(F)cc4)CC3)sc21,-1,-2,8,1,·,-4,4.0%,3,0.2
Cc1ccc(C)c(OCCC(=O)NNC(=O)c2cc(C)oc2C)c1,3,-14,21,·,-5,-1,0.0%,7,-1.0
CCC(=O)NC(c1cc(Cl)c2cccnc2c1O)C1CC1 (configuration not stated),·,5,-11,1&-2,2,17&2,-0.6%&-0.5%,9&0,-0.3
COc1ccc(OC)c(N2CC(O)(c3cccs3)[N+]3=C2SCCC3)c1 (configuration not stated),-6,-25,13,7,40*,-9,0.5%,4,3.8
COc1ccc(CN(C)Cc2nc(Cc3cccc(F)c3)no2)c2cccnc12,-12,5,-22,-4,14,-2,-1.0%,17,0.3
O=C1c2cccnc2C(Nc2ccc(Br)cc2)N1Cc1cccs1 (configuration not stated),-4,4,-3,-3,-4,3,-1.3%,3,0.0

# Next section.
Structure,RXFP1 antagonist,D2 potentiator,D1 antagonist,D1 PAM,D2 antagonist,TRHR PAM,RXFP1 agonist,D1 agonist,D2 agonist
O=C(Oc1ccccc1)Oc1ccc2c(c1)oc(=O)c1ccccc12,-7,-6,-11,1,-18,-6,7.9µM*,0,-1.3
CCc1ccc(CNCCNCC(C)O)cc1 (configuration not stated),2,-4,6,-5,-7,-6,-0.3%,4,0.8
Cc1ccc(C)c(OCC(=O)Nc2ccc(N3CCOCC3)cc2N2CCOCC2)c1,4,13,-2,-2,-1,9,0.7%,2,0.3
COc1cc(-c2noc(C)c2C#Cc2nccn2C)cc(OC)c1OC,·,-7,5,-4,-3,6,0.4%,-1,0.9
CCOc1ccc(C2/C(=C(\O)c3ccc4c(c3)OCCO4)C(=O)C(=O)N2CCCN2CCOCC2)cc1 (configuration not stated),-14,4,-3,3,0,3,15%,2,-0.1

# Part of the list above in order of SMILES length, lowest first.
Structure,RXFP1 antagonist,D2 potentiator,D1 antagonist,D1 PAM,D2 antagonist,TRHR PAM,RXFP1 agonist,D1 agonist,D2 agonist
COc1cc(-c2noc(C)c2C#Cc2nccn2C)cc(OC)c1OC,·,-7,5,-4,-3,6,0.4%,-1,0.9
Cc1ccc(C)c(OCC(=O)Nc2ccc(N3CCOCC3)cc2N2CCOCC2)c1,4,13,-2,-2,-1,9,0.7%,2,0.3
CCOc1ccc(C2/C(=C(\O)c3ccc4c(c3)OCCO4)C(=O)C(=O)N2CCCN2CCOCC2)cc1 (configuration not stated),-14,4,-3,3,0,3,15%,2,-0.1
